IMPase Li cell = membrane-permeable IMPase blocker, potentiated with lithium. Potency, µM (highest dose often 59.4 µM), inactives show top-dose activity, negative = IMPase inhibition, actives largely listed as inhibitors. 210,000 compounds, 0.35% hits. CHO-M1 cells, IP1 TR-FRET (IP-One), carbachol + lithium;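 also: IP1 builds up when IMPase is blocked and the TR-FRET signal falls; plate controls were basal vehicle for no effect and high inhibitor control for full effect; nearly all actives have a fitted effect of over 50% in size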
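Steps: plate 2000 CHO-M1 cells per well and culture 16–30 h; add compound and lithium; incubate 30 min, 37C; add d2-IP1 tracer and Eu cryptate anti-IP1 antibody in lysis buffer; read after 10 min at room temperature.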
Epigenetic derep = epigenetic control regulation, reporter derepression; murine LDR cells, GFP reporter derepression, 30 h; AID 1865; Potency, µM (titrated, usually from 53.9 µM), for inactives: at the highest dose GFP activation, hits mostly activators; 280,000 compounds, 0.2% hits; also: % of control where 0% means no effect; nearly all actives have a fitted effect of over 60% in size
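Murine LDR cells carrying a silenced, genomically integrated CMV-driven GFP reporter were exposed to compound for 30 hours at 37 C. After PBS washes, GFP-positive cells (20–120 um objects) were counted by laser-scanning microplate cytometry.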
KinaseGlo FLuc = counter-screen: inhibitors of Kinase-Glo firefly luciferase; Kinase-Glo luciferase, ATP luminescence, 8 min; 200,000 compounds, 0.28% hits; Potency, µM (highest dose often 38.3 µM), without a hit: at the highest dose activity change, negative = inhibition, hits mostly inhibitors; also: % is scaled to controls: 0 for no effect and ±100 for the full control effect; nearly all actives have a fitted effect of over 60% in size
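Luminescence was the read-out, taken after 8-minute incubation at ambient temperature. Luciferase turned over luciferin with 10 uM ATP in imidazole pH 7.2 buffer containing KCl, MgCl2, Tween 20 and BSA.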
GLA spleen mod = inhibits or activates alpha-galactosidase in human spleen homogenate. Potency, µM (doses to about 80 µM), inactives show at the highest dose activity change, negative = inhibition, usual class: inhibitors. 240,000 compounds, 0.008% hits. human spleen homogenate, 4MU-alpha-Gal fluorescence, 40 min;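 also: 0% = enzyme with vehicle and -100% = no enzyme basal signal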
Target sequence (P06280 32-429 limits assumed): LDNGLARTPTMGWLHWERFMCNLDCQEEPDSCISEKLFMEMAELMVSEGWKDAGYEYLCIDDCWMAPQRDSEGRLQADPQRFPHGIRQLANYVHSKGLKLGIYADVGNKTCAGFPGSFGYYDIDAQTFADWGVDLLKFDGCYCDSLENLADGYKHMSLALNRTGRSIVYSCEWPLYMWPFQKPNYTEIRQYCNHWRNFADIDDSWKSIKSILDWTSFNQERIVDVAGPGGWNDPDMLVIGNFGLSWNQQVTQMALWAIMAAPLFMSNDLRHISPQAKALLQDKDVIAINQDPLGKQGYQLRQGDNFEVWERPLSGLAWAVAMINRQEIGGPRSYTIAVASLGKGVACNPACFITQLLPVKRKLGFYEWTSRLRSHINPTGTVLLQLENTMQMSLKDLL
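Human spleen homogenate (1 ug) as enzyme source, 4-methylumbelliferyl-alpha-D-galactopyranoside 1 mM final, citrate/phosphate pH 5.0 with 0.01% Tween-20. Compounds 40 min at 37C, NaOH/glycine stop; fluorescence Ex 365/Em 440, Hill-fit AC50.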
Active calls of the source: *; ? = inconclusive; · = no result given; [ ] = dose if it differs, or a comment. Calls follow the shape of the dose curve; as a rule, active = well fitted curve in the direction sought with a large enough effect; inconclusive = small, poorly fitted or top-dose-only effect, or another doubt; inactive = no such curve, though single readings can be large; an effect the other way counts as inactive or inconclusive. Potency is read from the fitted curve at half-maximal effect.

SMILES	IMPase Li cell	Epigenetic derep	KinaseGlo FLuc	GLA spleen mod
CC(=O)c1cccc(NC(=O)c2sc3nc4c(cc3c2N)CCCC4)c1	·	-0.6%	·	·
COc1cc(NC(=O)c2nn(C)c3c2COc2ccccc2-3)cc(OC)c1OC	·	-5.7%	·	·
O=S(=O)(c1ccccc1)c1nc(-c2ccco2)oc1SCc1ccc(F)cc1	·	3.2%	·	·
CCc1ccc(OCC(=O)Nc2ccc(-c3nc4ncccc4o3)cc2)cc1	·	-1.6%	·	·
CCOC(=O)c1ccc(N2C(=O)c3n[nH]c(-c4cccs4)c3C2c2ccc(OC)cc2OC)cc1 (stereo unspecified)	·	2.3%	·	·
Cc1cc2n(n1)C(c1cc(C(C)(C)C)c(O)cc1O)Nc1ccccc1-2 (stereo unspecified)	·	1.3%	·	·
COc1ccc(C)cc1NC(=O)c1nnn(-c2c(C)cccc2C)c1C	·	-0.9%	·	·
CCOc1ccccc1CNCc1c(C(=O)O)c(C)n(Cc2ccc(Cl)cc2)c1C	·	-4.1%	·	·
Cc1c(C2=CCN(S(=O)(=O)c3ccc(Cl)cc3)CC2)c2ccccc2n1CC(=O)N1CCCC1	·	-3.1%	·	·
CCCCNC(=O)CSc1nnc(C)c2c(C)n(-c3ccccc3)nc12	·	7.0%	·	·
Cc1cccc(C)c1NC(=O)Cn1c(=O)n(Cc2ccc3c(c2)OCO3)c(=O)c2oc3ccccc3c21	·	?	·	·
CCc1ccccc1Nc1nn2c(=O)c3ccc(C(=O)NC(C)C)cc3nc2s1	·	-0.8%	·	·
Cc1ccc(S(N)(=O)=O)cc1NC(=O)c1c(-c2c(Cl)cccc2Cl)noc1C	·	1.1%	·	·
CCOC(=O)c1cccc(NC(=O)CSc2nc3cc4ccccc4cc3[nH]2)c1	·	5.8%	·	·
O=C(Cn1cc(S(=O)(=O)c2ccccc2)c(=O)c2cc3c(cc21)OCO3)Nc1ccccc1	·	14%	·	·
Cc1ccc(CSc2cn(CC(=O)N3CCCCC3)c3ccccc23)cc1	·	1.3%	·	·
CCC1=Nc2cc(C(=O)NC3CCC(C)CC3)ccc2Sc2ccc(C)cc21 (stereo unspecified)	·	3.1%	·	·
COc1ccc(C(=O)N(Cc2ccc(N(C)C)cc2)CC2CCCO2)cc1 (stereo unspecified)	·	-2.5%	·	·
CCOc1ccc(NC(=O)CN2CCN(S(=O)(=O)c3ccc(OC)cc3)CC2)cc1	·	0.8%	·	·
CCOc1ccc(-c2nonc2NC(=O)COc2c(C)cc(C)cc2C)cc1OCC	·	11%	·	·
CCC(=O)N1CCc2cc(Br)cc(S(=O)(=O)CCC(=O)N3CCN(c4ccccc4OC)CC3)c21	·	-5.1%	·	·
CCC(=O)N1CCc2cc(Br)cc(S(=O)(=O)CCC(=O)Nc3cccc(CC)c3)c21	·	4.1%	·	·
COc1ccc(C(=O)Nc2nc3nc(C)c(Cl)c(=O)n3[nH]2)cc1	·	12%	·	·
Cc1cccc(-c2noc(-c3ccc(NCc4cccnc4)c([N+](=O)[O-])c3)n2)c1	·	0.0%	·	·
Cc1nnc(N2CCN(c3ccccc3F)CC2)c2c1nnn2Cc1ccc(F)cc1	·	1.2%	·	·

The list goes on, overlapping the part above by six compounds.
SMILES	IMPase Li cell	Epigenetic derep	KinaseGlo FLuc	GLA spleen mod
CCOc1ccc(-c2nonc2NC(=O)COc2c(C)cc(C)cc2C)cc1OCC	·	11%	·	·
CCC(=O)N1CCc2cc(Br)cc(S(=O)(=O)CCC(=O)N3CCN(c4ccccc4OC)CC3)c21	·	-5.1%	·	·
CCC(=O)N1CCc2cc(Br)cc(S(=O)(=O)CCC(=O)Nc3cccc(CC)c3)c21	·	4.1%	·	·
COc1ccc(C(=O)Nc2nc3nc(C)c(Cl)c(=O)n3[nH]2)cc1	·	12%	·	·
Cc1cccc(-c2noc(-c3ccc(NCc4cccnc4)c([N+](=O)[O-])c3)n2)c1	·	0.0%	·	·
Cc1nnc(N2CCN(c3ccccc3F)CC2)c2c1nnn2Cc1ccc(F)cc1	·	1.2%	·	·
CCCCCN1C(C(=O)c2ccccc2)=C(OC(=O)CC)c2ccccc2S1(=O)=O	·	-0.6%	·	·
CC(=O)NCCc1nc2ccccc2n1CCCCOc1ccc(Cl)cc1	·	-0.5%	·	·
COc1ccc(CCNC(=O)CN(c2ccccc2OC)S(=O)(=O)c2ccc(C)cc2)cc1	·	-0.7%	·	·
COc1ccc(CNC(=O)c2cc3c(-c4ccccc4F)nn(C)c3s2)c(OC)c1	·	-1.1%	·	·
CCc1ccccc1NC(=O)Cn1c(-c2nonc2N)nc2ccccc21	·	4.0%	·	·
CCCN1C(C(=O)c2ccccc2)=C(OC(=O)c2ccc(F)cc2)c2ccccc2S1(=O)=O	·	0.0%	·	·
N#Cc1ccccc1NC(=O)CSc1nc(-c2ccccc2)cc(C(F)(F)F)c1C#N	·	13µM*	·	·
COc1ccc(Nc2nc3cc(Cl)c(Cl)cc3n3cnnc23)cc1Cl	·	?	·	·
CCc1ccccc1NC(=O)c1ccc2c(O)c(S(=O)(=O)c3ccccc3)c(=O)[nH]c2c1	·	-1.5%	·	·
CCC(C)NC(=O)Cn1c(=O)n(-c2ccc(C)c(C)c2)c(=O)c2c3c(sc21)CCCCC3 (stereo unspecified)	·	-0.7%	·	·
Cc1ccc2nc(N3CCN(c4cccc(Cl)c4)CC3)c(-n3nc(C)cc3C)nc2c1	·	1.8%	·	·
CCOC(=O)c1cnc2c(ccc3ccccc32)c1Nc1cccc(Cl)c1	·	1.6%	·	·
CCOCCCNC(=O)CN1C(=O)COc2ccc(S(=O)(=O)N3CCCC3)cc21	·	0.0%	·	·
O=C(O)c1cc(N(Cc2ccccc2O)Cc2ccccc2O)ccc1O	·	·	·	14%
O=C1CCCCC1c1cccc2ccccc12 (stereo unspecified)	·	·	·	-4%
Nc1c(S(=O)(=O)O)cc(Nc2cccc3ccccc23)c2c1C(=O)c1ccccc1C2=O	·	·	·	14%
Nc1c(S(=O)(=O)O)cc(Nc2ccc(Cl)cc2)c2c1C(=O)c1ccccc1C2=O	·	·	·	8%
COc1ccc(-c2ccc(N(C)C)cc2)cc1C1C2C=CCCC2(C)C(=O)N1Cc1ccccc1 (stereo unspecified)	·	·	·	3%
Cc1cccc(C(=O)c2cccc(C)c2)c1	·	·	·	-4%
COc1cc(N(C)C)cc(CN(C)CCc2ccc([N+](=O)[O-])cc2)c1O	·	·	·	-15%
O=[N+]([O-])c1ccc(S(=O)(=O)Cc2ccccc2)c2nonc12	7%	·	-6%[7.66 µM]	·
c1ccc(CCN2CCN=C2Cc2ccccc2)cc1	4%	·	-3%[7.66 µM]	·
O=C(O)[C@H]1CC=CC[C@@H]1C(=O)Nc1cccc(O)c1	-6%	·	-4%[7.66 µM]	·
O=[N+]([O-])c1nccn1C[C@H](O)CN1CCCCC1	0%	·	-1%[7.66 µM]	·
N[C@@H](Cc1ncccn1)C(=O)O	-3%	·	-9%[7.66 µM]	·
Next part
SMILES	IMPase Li cell	Epigenetic derep	KinaseGlo FLuc	GLA spleen mod
O=C(O)/C=C(/C(=O)O)[C@]12CCN3CC4=CCO[C@@H]5CC(=O)N[C@@H]1C5[C@H]4C[C@H]32 (stereo partly specified)	?	·	-1%[7.66 µM]	·
Cc1cc(C(C)(C)C)cc(CNC2CCCCC2)c1O	-2%	·	-2%[7.66 µM]	·
O=C(O)c1ccc(N[C@H](c2ccccc2)c2ccc3cccnc3c2O)cc1	3%	·	-2%[7.66 µM]	·
Cn1c(=O)c2[nH]c(CCCCc3nc4ccccc4[nH]3)nc2n(C)c1=O	-5%	·	-3%[7.66 µM]	·
Nc1nc(SC/C=C\c2ccccc2)c2[nH]cnc2n1	13%	·	-6%[7.66 µM]	·
O=C1Nc2ccccc2C1=Nc1cccc2ncccc12	-5%	·	2%[7.66 µM]	·
c1ccc(C(c2cccc3c2ccc2ccccc23)[C@H](c2ccccc2)c2cccc3c2ccc2ccccc23)cc1 (stereo partly specified)	3%	·	-3%[7.66 µM]	·
CCCCn1cnc2c(SC)ncnc21	-5%	·	-3%[7.66 µM]	·
CN1CCc2nc(N)nc(-c3nc(N)nc4c3CN(C)CC4)c2C1	-8%	·	-3%[7.66 µM]	·
Cc1cc(N2CCCCC2)nc2ccc(Cc3ccc4nc(N5CCCCC5)cc(C)c4c3)cc12	7%	·	-5%[7.66 µM]	·
OCCCNCc1ccncc1	-1%	·	-4%[7.66 µM]	·
COc1ccc(/C=C(\C#N)C(N)=O)c(OC)c1	-3%	·	-5%[7.66 µM]	·
O=C(O)[C@@H]1CCN(Cc2oc(CO)cc(=O)c2O)C1	-3%	·	-5%[7.66 µM]	·
N#Cc1c(NC(=O)C(F)(F)F)sc2c3c(=O)c4ccccc4c(=O)c=3oc3ccccc3c12	23%	·	-2%[7.66 µM]	·
O=C1C=C(N2CCN(c3ccccn3)CC2)C(=O)c2c(O)ccc(O)c21	16%	·	-4%[7.66 µM]	·
Nc1ccc(S(=O)(=O)NCCS(=O)(=O)O)cc1	3%	·	-2%[7.66 µM]	·
O=C(O)[C@H](Cc1cc(I)c(O)c(I)c1)C1CCCCC1	2%	·	1%[7.66 µM]	·
O=C(O)CCC(=O)c1ccc[nH]1	-8%	·	-9%[7.66 µM]	·
c1ccc(C[C@@H](Nc2cccnc2)c2ccccc2)cc1	-1%	·	-1%[7.66 µM]	·
S=C(Nc1ccc2c(c1)Cc1ccccc1-2)Nc1ccc2c(c1)Cc1ccccc1-2	?	·	-5%[7.66 µM]	·
CN(C)c1ccc2nc3c(C(=O)O)cc(=O)c(O)c-3oc2c1	73%[activator]	·	-4%[7.66 µM]	·
CC(=O)NC1=C(OS(=O)(=O)c2ccc(C)cc2)CN(C)C1=O	0%	·	-8%[7.66 µM]	·
O=C(O)CCCSc1nc2ccccc2s1	-6%	·	-5%[7.66 µM]	·
CN(Cc1cccc2ccccc12)Cc1cccc2ccccc12	0%	·	-6%[7.66 µM]	·
COc1ccc(C[C@@H]2C(=O)N[C@H](C)C(=O)N(C)[C@@H]3Cc4ccc(cc4)Oc4cc(ccc4O)C[C@H](C(=O)N[C@@H](C)C(=O)N[C@H](C)C(=O)N2C)N(C)C3=O)cc1	11%	·	-8%[7.66 µM]	·
New compounds follow:
SMILES	IMPase Li cell	Epigenetic derep	KinaseGlo FLuc	GLA spleen mod
Cc1ccc(S(=O)(=O)O[C@@H]2[C@H]([C@@H]3COC(C)(C)O3)O[C@H]3OC(C)(C)O[C@@H]32)cc1	7%	·	-1%[7.66 µM]	·
Cc1ccc(NC(=O)c2ccccc2C(=O)O)cc1C	3%	·	-5%[7.66 µM]	·
O=C1COC(c2ccccc2O)=NN1CCCN1CCCC1	-6%	·	0%[7.66 µM]	·
N#C[C@H]1CN[C@H](N)N[C@@H]1N	-22%	·	-1%[7.66 µM]	·
CC(=O)Nc1ccc(-c2cc(C(=O)O)c3cc4ccccc4cc3n2)cc1	5%	·	-8%[7.66 µM]	·
O=C1c2cccc([N+](=O)[O-])c2C(=O)N1c1ncn[nH]1	-4%	·	-4%[7.66 µM]	·
Cc1cc(=Nc2ccc3c(c2)c(N)cc(C)[n+]3C)nc(N)n1C	3%	·	-2%[7.66 µM]	·
O=C1CC[C@H](NC(=O)c2ccccc2)C(=O)N1	1%	·	-6%[7.66 µM]	·
O=C(O)c1cc(C(=O)O)cc(N2C(=O)c3ccccc3C2=O)c1	0%	·	-3%[7.66 µM]	·

Records listed above that bear a hit mark in Epigenetic derep:
| SMILES | IMPase Li cell | Epigenetic derep | GLA spleen mod |
| --- | --- | --- | --- |
| N#Cc1ccccc1NC(=O)CSc1nc(-c2ccccc2)cc(C(F)(F)F)c1C#N | · | 13µM* | · |

These rows are one share of the data. The share of hits here may be higher or lower than overall.
